# Growth percent in the NCI-60 one-dose screen (48 h, 10 µM unless noted): 100 = growth as untreated, 0 = no growth, -100 = all killed.
# ACHN – ACHN renal cancer; hit rate 4.9% among 81,000; AID 1794771
# UO-31 – UO-31 renal cancer; AID 1794768; hit rate 5.2% among 81,000
# A498 – A498 renal cancer cells | hit rate 5.4% among 76,000 | AID 1794774
# 786-0 – 786-0 renal cancer cells | hit rate 5.1% among 81,000 | AID 1794775
# RXF 393 – RXF 393 renal cancer cells | hit rate 6.9% among 77,000
# DU-145 – DU-145 prostate cancer | hit rate 4.2% among 81,000 | AID 1794760
# TK-10 – TK-10 renal cancer cells; hit rate 3.9% among 81,000
# CAKI-1 – CAKI-1 renal cancer | hit rate 4.7% among 75,000
# SN12C – SN12C renal cancer cells. hit rate 3.8% among 81,000
# * hit, by the source's call; x = not tested or not shown; & = joins results of further samples; ! = repeats disagree. How the source made its calls: active means growth percent below 10; inactive means the rest.
SMILES,ACHN,UO-31,A498,786-0,RXF 393,DU-145,TK-10,CAKI-1,SN12C
COc1ccc(/C=N/NC(=O)c2cnc3nc[nH]n3c2=O)cc1,103,86,86,95,105,106,97,99,99
CC12CCCC(=O)N1c1ccccc1-c1nc(=O)c(-c3ccccc3)nn12 (stereo not given),93,59,93,106,90,107,118,80,96
Cn1cc(C(Nc2nc(-c3ccccc3)cs2)c2ccc(Br)cc2)c2ccccc21 (stereo not given),91,80,88,100,88,96,100,79,102
COC(=O)C1(O)NC(=C(C#N)C#N)C(C#N)=C1C(=O)c1ccco1 (stereo not given),105,84,97,98,103,101,107,x,98
O=C1OC(c2ccccc2)(c2cc(Br)c(O)c(Br)c2)c2ccccc21 (stereo not given),109,96,108,111,125,x,115,100,99
CC(C)OC(=O)Nc1ccc(-c2ccc(NC(=O)OC(C)C)cc2)cc1,104,74,96,112,108,111,112,x,104
CCNC1(S(=O)(=O)O)C(=O)Nc2ccccc21 (stereo not given),94,72,120,110,113,110,127,84,102
C=CC(=O)N1c2ccccc2N(C(=O)C=C)C(C)C1C (stereo not given),81,69,113,88,86,98,78,68,78
CCCCCCOC(=O)N1CCCC1,106,99,x,111,111,118,112,109,111
O=c1[nH]c(N2CCOCC2)nc2c(-c3cccc4c3sc3ccccc34)cccc12,72,74,91,82,87,95,85,79,98
Cc1nc(Nc2ncc(C(=O)Nc3c(C)cccc3Cl)s2)cc(N2CCN(CCO)CC2)n1,-15*,-14*,-40*,9.1*!,-46*,12&10,-62*,-29*,18&24
CCOC(=O)/C(=C\c1ccc(N(C)C)cc1)C(C)=O,103,87,107,103,98,102,104,97,103
Nc1ncnc2c1c(-c1ccc(Oc3ccccc3)cc1)nn2C[C@@H]1SSC[C@H]1O,12,0.6*,-5.5*,43,-9.3*,33,x,x,23
CCCO/N=C/c1ccccn1,100&104,93&89,117&101,101&107,122&112,111&102,89&112,109,108&94
CS(=O)(=O)Nc1ccc(Nc2c3ccccc3nc3cc([N+](=O)[O-])ccc23)cc1,13,17,45,7.0*,35,8.0*,16,38,20
C=CCn1c(=N)c(S(=O)(=O)c2ccccc2)cc2c(=O)n3ccccc3nc21,102,71,46,99,105,103,102,81,99
O=S(=O)(NCCNc1nccc(-c2c(-c3cccc(F)c3)nc3occn23)n1)c1ccc(F)cc1,55,32,53,64,x,91,90,62,77
CCNCC(C)(C)O,110,84,x,103,117,118,108,99,101
[O-][N+](=Nc1ccc(Br)cc1)c1ccc(Br)cc1,101,85,112,106,102,113,118,x,98
CC(=O)O[C@H]1C/C=C\CC(=O)[C@@]2(C)O[C@@H]2CC[C@H](C)C1,99,86,112,104,109,96,x,97,94
O=C1c2ccccc2C(=O)N1CCCN1c2ccncc2Sc2ccncc21,104,x,117,110,109,119,120,100,103
CC(=O)Oc1ccc(N2C(=O)C(Cl)=C(Nc3cccc(C(F)(F)F)c3)C2=O)cc1,95,84,92,96,87,101,95,92,93
CC(C)Cc1ccc(C(C)C(=O)OCc2ccc(Cn3c(=O)sn(CCI)c3=O)cc2)cc1 (stereo not given),101,79,89,101,x,104,102,80,96
O=C1C=CC(=O)N1CCc1ccccc1,103&105,91&91,104&105,101&102,103&108,100&111,102&104,95&96,100&106
O=c1c(/C=C/c2ccco2)nnc2scc(-c3ccc(Cl)cc3)n12,103,65,111,99,x,109,108,88,86
Brc1cc2c(cc1C1OCCCO1)OCO2,110,86,x,101,120,116,101,96,114
Nc1ncnc2c1ncn2Cc1nnc(CCC(=O)c2nc3ccccc3[nH]2)o1,105,85,100,102,115,117,109,97,94
COc1cc(NC(=O)C(C)Sc2nc3sc4c(c3c(=O)n2-c2ccc(Cl)cc2)CCCC4)cc(OC)c1OC (stereo not given),78,56,94,85,78,108,109,51,80
Cc1ccccc1Nc1cc(Cl)nc(N)n1,109,88,103,103,106,105,105,x,99
O=C(CCCCCCN1CC(=O)N2[C@@H](c3cccc(F)c3)c3[nH]c4ccccc4c3C[C@H]2C1=O)NO,96,79,105,102,106,99,97,82,85
O=C(Nc1cccc(Cl)c1)Nc1nc2ccc(-c3ccco3)cc2s1,77,79,137,94,105,78,90,81,92
COC(=O)[C@H]1Cc2c([nH]c3ccccc23)[C@H](c2cccs2)N1,104,87,90,89,109,104,88,84,97
N#CC1C=C(c2ccc(Cl)cc2)N(c2cccc3cccc(N4C(=O)C(C#N)C=C4c4ccc(Cl)cc4)c23)C1=O (stereo not given),101,80,102,105,117,111,144,104,92
O=CN1N=C(c2ccc(F)cc2)CC1c1cccc(Nc2ccnc3cc(C(F)(F)F)ccc23)c1 (stereo not given),54,45,50,76,71,71,63,x,81
Nc1ccccc1C1CCC(C(=O)O)C(N=Nc2ccccc2)C1 (stereo not given),88,76,75,116,91,96,143,91,84
COc1ccccc1C1OCC(C)(C)CO1,104,83,100,114,119,117,108,98,106
O=C(/C=C/c1ccccc1)c1ccc(NC(=O)c2ccccc2CN2C(=O)c3ccccc3C2=O)cc1,100,83,68,101,99,103,104,103,98
COc1cccc2c1nc1n2C(c2c(F)cccc2F)SC1 (stereo not given),88,73,105,89,98,109,111,103,102
N#Cc1c(Cl)nc(SCC(=O)N2CCN(c3cc4c(cc3F)c(=O)c(C(=O)O)cn4C3CC3)CC2)nc1-c1ccc(F)cc1,102,85,103,100,107,112,x,93,98
CNC(=O)C(O)C(Cc1ccccc1)NC(=O)c1[nH]c2ccccc2c(=O)c1C (stereo not given),109,103,77,104,117,104,105,95,99
C#CCOc1ccccc1C(OC(=O)c1ccc(F)cc1)C(=O)NC(C)(C)C(C)(C)C (stereo not given),95,76,111,91,82,105,100,75,97
Cn1nc(NC(=O)Nc2cc(C(=O)O)n(C)n2)cc1C(=O)O,98,157,101,108,101,110,106,107,98
COc1cc(C2c3cccn3-c3ccccc3N2C(C)=O)cc(OC)c1OC (stereo not given),103,85,91,104,114,113,100,91,85
N#CC1=C(c2c[nH]c3ccccc23)Nc2nc(N)nc(N)c2C1c1ccncc1 (stereo not given),104,74,x,91,108,105,107,100,107
O=C1Nc2ccccc2/C1=C/c1cn(Cc2cccc3ccccc23)c2ccccc12,93,62,x,101,116,83,130,70,89

# An excerpt from above in order of SMILES length, ascending.
SMILES,ACHN,UO-31,A498,786-0,RXF 393,DU-145,TK-10,CAKI-1,SN12C
CCNCC(C)(C)O,110,84,x,103,117,118,108,99,101
O=C1c2ccccc2C(=O)N1CCCN1c2ccncc2Sc2ccncc21,104,x,117,110,109,119,120,100,103
COC(=O)C1(O)NC(=C(C#N)C#N)C(C#N)=C1C(=O)c1ccco1 (stereo not given),105,84,97,98,103,101,107,x,98
CS(=O)(=O)Nc1ccc(Nc2c3ccccc3nc3cc([N+](=O)[O-])ccc23)cc1,13,17,45,7.0*,35,8.0*,16,38,20

# Carrying on:
SMILES,ACHN,UO-31,A498,786-0,RXF 393,DU-145,TK-10,CAKI-1,SN12C
Cc1ccc(-c2cc(C(=O)N3CCC(Cc4ccccc4)CC3)nn2-c2ccc(S(C)(=O)=O)cc2)cc1,97,61,107,107,113,97,115,95,89
CC(=O)Nc1ccc2c3c(ccc([N+](=O)[O-])c13)CC2,101,92,90,101,93,106,92,91,107
C=C1CCC2C3(C)COC(c4ccccc4)OC3CCC2(C)C1C/C=C1/C(=O)OCC1O (stereo not given),87,43,x,91,x,x,105,133,67
c1ccc(-c2noc3ncnc(NCCc4c[nH]c5ccccc45)c23)cc1,56,64,86,81,90,75,88,69,69
NCCC(=O)c1ccccc1,105,94,101,99,x,106,101,107,90
Cc1cc(O)cc(C(=O)O)c1,107,140,95,106,119,106,100,122,109
C=CCn1cc(/C=N\N=C2\C(=O)Nc3ccc(Cl)cc32)c2ccccc21,91,77,96,112,111,99,111,90,94
c1ccc([I+]c2ccccc2)cc1 (tested in a mixture with another compound),59,64,75,54,57,98,42,53,85
C#C[C@]1(O)CC[C@H]2[C@@H]3CC=C4c5nc(Nc6ccc(OC)cc6OC)sc5CC[C@]4(C)[C@H]3CC[C@@]21C,33,13,-56*,-55*,-60*,39,51,26,38
Cc1ncc(CO)c(CO)c1O,99&103&103,87&84&82,107&92&108,99&114&94,101&109,113&118&111,106&128&99,100&105&96,104&98&107
Nc1nc(Nc2ccccn2)nn1Cc1cccc(Br)c1,92,67,109,82,97,94,94,79,98
CCOC(=O)c1sc(/N=C2\C(=O)Nc3c(Cl)cccc32)nc1C,102,73,x,105,100,102,109,x,105
N#CC(/C=N\Nc1ncc(C#N)c(N)n1)=C\c1ccc(Cl)cc1,99,82,85,100,91,86,93,x,98
CC1(C)CC[C@]2(CO)CC[C@]3(C)[C@@H](NCC[C@@H]4[C@@]5(C)CCCNC(C)(C)[C@@H]5CC[C@]43C)[C@@H]2C1,108,85,83,102,110,105,109,94,95
COc1cc2c(c(OC)c1OC)C(=O)CC(c1cccc(NC(=O)c3ccc(Br)cc3)c1)O2 (stereo not given),52,35,36,78,66,59,62,46,61

# Molecules listed so far with a cyano group, in the order listed:
SMILES,ACHN,UO-31,A498,786-0,RXF 393,DU-145,TK-10,CAKI-1,SN12C
COC(=O)C1(O)NC(=C(C#N)C#N)C(C#N)=C1C(=O)c1ccco1 (stereo not given),105,84,97,98,103,101,107,x,98
N#CC1C=C(c2ccc(Cl)cc2)N(c2cccc3cccc(N4C(=O)C(C#N)C=C4c4ccc(Cl)cc4)c23)C1=O (stereo not given),101,80,102,105,117,111,144,104,92
N#Cc1c(Cl)nc(SCC(=O)N2CCN(c3cc4c(cc3F)c(=O)c(C(=O)O)cn4C3CC3)CC2)nc1-c1ccc(F)cc1,102,85,103,100,107,112,x,93,98
N#CC1=C(c2c[nH]c3ccccc23)Nc2nc(N)nc(N)c2C1c1ccncc1 (stereo not given),104,74,x,91,108,105,107,100,107
N#CC(/C=N\Nc1ncc(C#N)c(N)n1)=C\c1ccc(Cl)cc1,99,82,85,100,91,86,93,x,98

# (cont.)
SMILES,ACHN,UO-31,A498,786-0,RXF 393,DU-145,TK-10,CAKI-1,SN12C
COc1ccc(CC(=O)c2ccc(OC)cc2)cc1,106&104,88&103,73&88,93&99,104&105,100&110,75&103,95&113,97&116
Cc1ccc2c(c1)/C(=N/c1nc(-c3ccc(Cl)cc3)cs1)C(=O)N2,103,79,88,91,90,94,114,83,89
C=C(C)COC(=O)c1cccc(C(=O)OCC2(C)CO2)c1 (stereo not given),99,100,105,96,99,113,107,89,100
O=C(C=NC(=O)c1ccccc1)/C=C(\O)c1ccccc1,108,81,86,93,103,110,104,90,97
O=C(CNC(=O)Oc1ccccc1)Nc1ccc(C(=O)O)c(O)c1,114,85,107,101,132,112,102,105,105
CN(C)c1ccc(/C=N/Nc2nc(N/N=C/c3ccc(N(C)C)cc3)nc(N3CCOCC3)n2)cc1,104,91,x,85,93,93,110,96,89
O=Nc1c(-c2c(O)[nH]c3cc(Br)ccc23)[nH]c2ccccc12,0.9*,-29*,-82*,6.1*,-63*,-89*,-10*,2.4*,17
COCC1=C(C(=O)OC(C)OC(=O)OC(C)C)N2C(=O)[C@@H](NC(=O)/C(=N/OC)c3csc(N)n3)[C@H]2SC1 (stereo not given in full),102,82,93,96,103,117,100,92,106
CCCCc1nc(Cl)c(C2CC(c3ccc(Cl)cc3)=NN2c2cc(Cl)cc(Cl)c2)[nH]1 (stereo not given),14,53,84,41,43,41,94,x,45
CC(/C=c1\sc2nc3ccccc3n2c1=O)=C\c1ccccc1,97,84,112,106,106,110,x,91,108
COC(=O)/C(CCC=C(C)C)=C1\[C@@H](OC(C)=O)C[C@@]2(C)[C@H]1CC(N)[C@H]1[C@@]3(C)CCC(N)[C@@H](C)[C@@H]3CC[C@@]12C (stereo not given in full),80,61,84,87,83,94,110,50,80
CSc1nsc(SC)c1C(N)=O,115,101,103,106,104,119,104,97,110
O=C1CC2C(CCC23OCCO3)c2ccc3ccccc3c21 (stereo not given),104,78,x,99,108,105,101,94,97
N#CC1=C(O)/C(=C\C=C\c2ccccc2)N(C(=O)c2ccccc2)C1=N,96,x,127,101,106,105,125,83,98
CCSc1nc(NC)c2c(C)csc2n1,96,84,83,89,99,100,103,92,99

# Exported bar-delimited: entries from further up.
compound | ACHN | UO-31 | A498 | 786-0 | RXF 393 | DU-145 | TK-10 | CAKI-1 | SN12C
COc1ccc(CC(=O)c2ccc(OC)cc2)cc1 | 106&104 | 88&103 | 73&88 | 93&99 | 104&105 | 100&110 | 75&103 | 95&113 | 97&116
CCOC(=O)/C(=C\c1ccc(N(C)C)cc1)C(C)=O | 103 | 87 | 107 | 103 | 98 | 102 | 104 | 97 | 103
CCSc1nc(NC)c2c(C)csc2n1 | 96 | 84 | 83 | 89 | 99 | 100 | 103 | 92 | 99

# Further results follow.
SMILES,ACHN,UO-31,A498,786-0,RXF 393,DU-145,TK-10,CAKI-1,SN12C
O=S(O)CNc1ccc(S(=O)(=O)c2ccc(NCS(=O)O)cc2)cc1,105,84,100,99,95,105,103,92,95
CCCC(C)(C)COC(=O)COc1ccccc1,98,96,96,97,103,111,93,86,109
Cc1cc(C(=O)c2cccc(Cl)c2)ccc1O,x,95,103,x,109,98,109,95,95
C=C(Cl)Cc1cc(C(CC)C(CC)c2ccc(O)c(CC(=C)Cl)c2)ccc1O (stereo not given),81,73,97,91,93,91,87,x,91
CC(=O)O[C@]1(C(C)=O)CC[C@H]2[C@@H]3C[C@H](C)C4=CCCC[C@]4(C)[C@H]3CC[C@@]21C,106,114,x,49,120,95,111,93,96
COc1cccc(NC(=O)c2ccc(Nc3ccc(Cl)nn3)cc2)c1,97,104,52,93,84,108,95,103,92
Cc1ccc(/C=C2\SC(=S)N(CCC(=O)NCCCN3CCOCC3)C2=O)cc1,90,80,94,101,101,97,109,89,88
CCCCC1CC(=O)NC1(C(=O)OCC)C(=O)OCC (stereo not given),95,82,x,112,103,118,104,x,92
O=C(Nc1ccc(OS(=O)(=O)C2CC2)cc1)C12CC3CC(CC(C3)C1)C2,103,97,104,108,103,100,109,107,101
NS(=O)(=O)c1ccc(Cl)c2ccccc12,104,95,98,100,112,107,107,97,100
c1ccc(Cn2nc3c(c2-c2ccccc2)-c2oncc2CC3)cc1,98,83,89,105,x,112,107,78,95
NNC(=O)c1sc2nc(-c3cnccn3)cc(-c3cccs3)c2c1N,95,76,80,108,102,104,118,88,95
